Screening data from PubChem.
Tb PYK inh: qHTS of Trypanosoma Brucei Inhibitors. pyruvate kinase (Trypanosoma brucei), Q57TT1. TbPYK enzyme, Kinase-Glo Plus ATP luminescence, 45 min. Potency, µM (top dose mostly 76.8 µM), for the others: at the highest dose activity, negative = inhibition, most hits filed as inhibitors. 410,000 compounds, 0.12% hits; active means well fitted inhibition curve with a large enough effect; further: nearly all actives have a fitted effect of over 50% in size
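Assay buffer: 50 mM TEA pH 7.2, 100 mM KCl, 10 mM MgCl2, 0.05% BSA, 0.01% Tween-20. Pyruvate kinase from T. brucei plus substrate met compound, then ADP (130 uM final). Luminescence was read post 45 min RT.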
* marks the source's active call; other numbers are inactive results; [ ] = another dose, or the depositor's remark. On the % scale 0 is the no-effect control and ±100 the full control effect; potency means the concentration at half of the fitted maximal effect.

SMILES	Tb PYK inh
COc1ccc2c(c1)C(NC(C)=O)CCc1cc(OC)c(OC)c(OC)c1-2 (stereo not drawn)	-3.5%
Cc1ccc2c(=O)cc(C(=O)Nc3ccc(S(=O)(=O)N4CCCCCC4)cc3)oc2c1	1.9%
COc1ccc(S(=O)(=O)NCCc2sc3nc(-c4ccc(C)cc4)nn3c2C)cc1F	-0.8%
Cc1ccc(NS(=O)(=O)c2cccc(C(=O)NC3CCN(Cc4ccccc4)CC3)c2)cc1	2.4%
O=C(COc1ccccc1Cl)Nc1ccc2nc(SCC(=O)N3CCCC3)sc2c1	-2.5%
CCCCCn1c(=O)[nH]c2cc(C(=O)Nc3ccc(F)cc3)ccc2c1=O	1.2%
COc1ccc([C@H]2C[C@H](O)[C@@H](n3cc(-c4ccc(F)cc4)nn3)CN2C(=O)c2cccs2)cc1	0.0%
Cc1cccc(C)c1OCc1nc2c3cnn(-c4ccccc4Br)c3ncn2n1	1.8%
Cc1ccc(C(=O)N2CCCC(Nc3ccc(C)c(C)c3)C2)c(=O)[nH]1 (stereo not drawn)	0.8%
CC(=O)NC(C)(c1ccccc1)c1nc(-c2cccc(C#N)c2)cs1 (stereo not drawn)	4.1%

6 of the compounds above, with bars between the fields.
Structure | Tb PYK inh
Cc1ccc2c(=O)cc(C(=O)Nc3ccc(S(=O)(=O)N4CCCCCC4)cc3)oc2c1 | 1.9%
COc1ccc(S(=O)(=O)NCCc2sc3nc(-c4ccc(C)cc4)nn3c2C)cc1F | -0.8%
Cc1ccc(NS(=O)(=O)c2cccc(C(=O)NC3CCN(Cc4ccccc4)CC3)c2)cc1 | 2.4%
O=C(COc1ccccc1Cl)Nc1ccc2nc(SCC(=O)N3CCCC3)sc2c1 | -2.5%
CCCCCn1c(=O)[nH]c2cc(C(=O)Nc3ccc(F)cc3)ccc2c1=O | 1.2%
COc1ccc([C@H]2C[C@H](O)[C@@H](n3cc(-c4ccc(F)cc4)nn3)CN2C(=O)c2cccs2)cc1 | 0.0%

Additional compounds follow:
SMILES	Tb PYK inh
O=C(Cn1cc(C(=O)c2cccs2)c2ccccc21)Nc1ccc(Br)cc1	-7.9%
CCOc1ccccc1NC(=O)c1ccc2c(O)c(S(=O)(=O)c3ccccc3)c(=O)[nH]c2c1	-8.3%
Cc1ccc2c(c1)N(C(=O)Nc1cccc3c1CCCC3)CCO2	-0.3%
Cc1ccccc1CN1C(=O)c2ccccc2C1c1nnnn1-c1ccc2c(c1)OCCO2 (stereo not drawn)	3.5%
CCOc1ccc(NC(=O)Cn2c(=O)oc3cc(S(=O)(=O)N4CCC(C)CC4)ccc32)cc1	-5.4%
Nc1ncc(-c2ccc(-c3ccccc3)cc2F)cc1-c1ccccc1F	7.9%
OC(c1ccccc1)(c1nc(-c2ccc(Cl)cc2)cs1)C(F)(F)F (stereo not drawn)	-3.4%
O=c1oc2ccccc2c(N2CCN(c3ccc(F)cc3)CC2)c1CN1CCCC1	-1.4%
Cc1cc(-c2ccncc2)n2ncc(-c3ccccc3)c2n1	1.0%
Cc1ccc(C(=O)Nc2nc3ccc(S(=O)(=O)N4CCCC4)cc3s2)cc1	-12.7%
CCc1ccc(S(=O)(=O)Nc2ccc3c(c2)n(C)c(=O)c(=O)n3C)cc1	1.7%
CC(=O)NCCNC(=O)CCCc1nnc2n(C)c(=O)c3sccc3n12	-0.9%
CCOC(=O)c1ccccc1NC(=O)Cn1c(=O)n(CCC(=O)NCc2ccccc2OC)c(=O)c2ccccc21	2.2%
CCc1nc2ccc(C(=O)NCCOc3ccc(OC)cc3)cn2c1N(C)C(=O)COc1ccccc1	0.1%
NS(=O)(=O)c1ccc(CCNc2nccn(-c3cccc(C(F)(F)F)c3)c2=O)cc1	-0.3%
CC1C(c2ccccc2)=Nn2c(=O)n(-c3ccccc3)c(=O)n21 (stereo not drawn)	-8.5%
CN1CCN(C(=O)C2Cc3c(-c4cccc(F)c4)ccnc3O2)CC1 (stereo not drawn)	-7.1%
COc1ccc(NC(=O)C2(C)CCN2Cc2ccc(SC)cc2)cc1OC (stereo not drawn)	-4.8%
Cc1ccc(Cl)cc1N1CCN(C(=O)Cn2nc(C)n3c(cc4sccc43)c2=O)CC1	4.4%
Cc1cc(C)cc(NC(=O)c2cccc(C(=O)Nc3cc(C)cc(C)c3)c2)c1	0.5%
CCOc1ccc(CNC(=O)c2ccc3c(c2)nc2n3CCCCC2)cc1	-14.1%
CCOC(=O)c1cnc2c(Cl)c(Cl)ccc2c1Nc1ccc(N(C)C)cc1	-0.9%
COc1ccc(-n2nnnc2C(CCc2ccccc2)N2CCC3(CC2)C(=O)NCN3c2ccccc2)cc1 (stereo not drawn)	4.1%
C[N+](C)(C)CC1CCCC1=O (stereo not drawn)	-7.3%
CCOc1c(Br)cc(C(=O)Nc2cccc(S(=O)(=O)N3CCOCC3)c2)cc1OC	4.0%
CCOc1cc(CNC(=O)NC2COc3ccc(OC)cc3C2)cc(OCC)c1OCC (stereo not drawn)	3.8%
COc1cc(CNC(=O)c2ccc(NC(=O)N3CCCCc4ccccc43)cc2)cc(OC)c1OC	1.6%
O=C1c2cccc(Cl)c2C(=O)c2c1cccc2N1CCCC1	-4.9%
O=C(c1ccc([N+](=O)[O-])cc1)N1CCOCC1	-2.0%
COc1ccc(CN2CCCC(C(=O)N3CCCC3)C2)c(OC)c1OC (stereo not drawn)	-3.0%
CCOc1ccccc1C(=O)N(Cc1ccco1)Cc1ccco1	-7.6%
CC(C)(C)C(=O)c1c(N)[nH]c(C(=O)c2ccccc2)c1-c1ccc(C(F)(F)F)cc1	2.1%
COc1ccc2nc(NC(=O)c3nc(SC(C)C)ncc3Cl)sc2c1	1.7%
CCCc1nc2c(s1)CCc1onc(-c3ccc(Br)cc3)c1-2	-1.6%
O=C(CSc1nc2c([nH]c3ccccc32)c(=O)n1-c1ccc(F)cc1)Nc1ccc2c(c1)OCCO2	0.7%
Cc1ccc(-c2nnc(SCC(=O)NCc3ccccc3)o2)cc1	0.7%
CCOc1ccc(-n2c(SCC(=O)N3CCC(C)CC3)nc3c([nH]c4ccccc43)c2=O)cc1	1.6%
COC(=O)C1=C(c2cc3ccccc3s2)C[C@@H]2CC[C@H]1N2C(=O)NCCNC(C)=O	6.1%
COc1ccc(NC(=O)Cn2c(=O)n(CCC(C)C)c(=O)c3cccnc32)cc1Cl	5.5%
O=C(Nc1ccccc1)SC1CCCCC1	-12.6%
CCOC(=O)C1(C)CCCN(C(=O)c2ccc(F)c(Cl)c2)C1 (stereo not drawn)	0.8%
COc1ccc(C)cc1NC(=O)c1cc2c(=O)n(Cc3cccnc3)ccc2nc1C	-2.8%
COc1ccc(Cl)cc1S(=O)(=O)N1CCN(C(=O)c2cc(-c3ccc(Br)cc3)n[nH]2)CC1	3.5%[15.4 µM]
COc1ccc(OC)c(C(O)c2ncc(-c3cccc(C(F)(F)F)c3)[nH]2)c1 (stereo not drawn)	4.4%
O=C(CN1C(=O)C2(SCC(=O)N2c2cccc(Cl)c2)c2ccccc21)NCCc1ccccc1 (stereo not drawn)	3.4%
COc1ccc(S(=O)(=O)N(CC(=O)NCCSc2ccc(C)cc2)c2ccc(C)cc2)cc1	-1.0%
COc1ccccc1NC(=O)CSc1nc(-c2ccc(C)cc2)nc2c1Cc1c(CO)cnc(C)c1O2	-5.7%
N#C/C(=C/c1ccc(-c2ccc(S(=O)(=O)N3CCOCC3)cc2)o1)C(=O)NC1CC1	-0.1%
CCN(C(=O)CCc1nc(-c2ccc(C)cc2)no1)c1cc(C)ccc1C	-0.6%
Cc1ccc(N2CCN(S(=O)(=O)c3cccc4ccccc34)CC2)cc1Cl	-10.2%

Six records drawn at random from those above:
SMILES	Tb PYK inh
COc1ccc(S(=O)(=O)N(CC(=O)NCCSc2ccc(C)cc2)c2ccc(C)cc2)cc1	-1.0%
CC(=O)NCCNC(=O)CCCc1nnc2n(C)c(=O)c3sccc3n12	-0.9%
CCOC(=O)c1ccccc1NC(=O)Cn1c(=O)n(CCC(=O)NCc2ccccc2OC)c(=O)c2ccccc21	2.2%
Cc1ccc(Cl)cc1N1CCN(C(=O)Cn2nc(C)n3c(cc4sccc43)c2=O)CC1	4.4%
CCOc1cc(CNC(=O)NC2COc3ccc(OC)cc3C2)cc(OCC)c1OCC (stereo not drawn)	3.8%
CCOc1c(Br)cc(C(=O)Nc2cccc(S(=O)(=O)N3CCOCC3)c2)cc1OC	4.0%

The listing continues.
SMILES	Tb PYK inh
CCCC(=O)N1CCc2cc(OC)c(OC)cc2C1c1cc2cc3c(cc2[nH]c1=O)OCO3 (stereo not drawn)	-3.2%
COCCCNC(=O)c1ccc(Cn2c(SCc3ccc(F)cc3)nc3cccnc32)cc1	-1.6%
CCCC[C@@H]1CC2=C(C(=O)OC(C)(C)O2)[C@@H](c2ccc(Cl)cc2)O1	2.0%
CCOC(=O)[C@@H]1[C@H]2COc3cc(OC)ccc3[C@@H]2N2C(=O)N(c3ccc(Br)cc3)C(=O)[C@]12C	-4.4%
Cc1ccc(CNC(=O)CCCn2c(=O)c3ccccc3n(Cc3ccccc3Cl)c2=O)cc1	3.9%
Cc1cc(=O)oc2c(CN3CCOCC3)c(O)ccc12	7.9%
CCOc1ccc(Cl)cc1C1CC(=O)Nc2cc(OC)c(OC)c(OC)c21 (stereo not drawn)	-2.7%
NC(=O)C1CCN(C(=O)c2ccc(NC(=O)c3nsc4ccccc34)cc2)CC1	-3.9%
COc1ccc2c(c1)c1c(c(=O)n(Cc3ccccc3)c(=O)n1CC(=O)Nc1ccccc1F)n2C	5.1%
O=C(COc1ccc2ccccc2c1)NC1CC(=O)N(c2ccccc2)C1 (stereo not drawn)	-3.7%
COc1ccc(Cn2cc(CN3CCOCC3)nn2)cc1	-3.9%
CCOC(=O)C(Cc1nc(OCc2ccccc2)cc(OCc2ccccc2)n1)=NO	2.5%
COc1ccc(C2C(C(N)=O)=C(C)Nc3nc(SCc4ccccc4Cl)nn32)cc1OC (stereo not drawn)	0.5%
Fc1ccccc1-n1ncc2c1ncn1nc(Cc3ccccc3)nc21	20.1%
Cc1c(C(=O)Nc2ccc(C(C)C)cc2)sc2nc3n(c(=O)c12)CCC3	2.1%
CC1CN(C(=O)/C=C/c2cccc([N+](=O)[O-])c2)CC(C)O1 (stereo not drawn)	-6.6%
COc1cc(OC)c(NC(=O)CSc2nccn2C)cc1Cl	-0.7%
COc1ccccc1-c1nc(SCC(=O)NCc2ccc(C)cc2)c2c(=O)n(C)c(=O)n(C)c2n1	-5.0%
CCN(CC)C(=O)c1ccc2sc([C@@H]3O[C@H](CO)[C@H](O)[C@H](O)[C@H]3O)nc2c1	-0.3%
O=C(Cc1csc2nc(-c3ccccc3)cn12)NCc1ccc(F)cc1	-0.1%
Cc1noc(C)c1C(=O)N1CCC2(CC1)CN(c1ncccn1)C2	2.0%
CC(C)(C)c1ccc(C(O)c2ncc(-c3ccc4ccccc4c3)[nH]2)cc1 (stereo not drawn)	-0.9%
CCCCOc1ccccc1C(=O)N(Cc1cccc(F)c1)C1CCS(=O)(=O)C1 (stereo not drawn)	2.2%
CCOC(=O)c1cnc2c(C)cc(C)cc2c1Nc1cccc(C(=O)O)c1	1.1%
Cc1cccc(N2CCN(C3(c4ccccc4)C(=O)c4ccccc4C3=O)CC2C)c1 (stereo not drawn)	-1.7%
CC(=O)c1ccc(NC(=O)Cn2cnc3nc4c(cc3c2=O)CC(C)CC4)cc1 (stereo not drawn)	0.0%
Fc1ccc(CN2CCc3nc(Nc4ccccc4)ncc3C2)cc1F	3.8%
CCCCn1c2ccc(F)cc2c2nnc(SCCN(CC)CC)nc21	-15.9%
Cc1ccc(-n2nc(C(=O)N3CCN(c4ccccc4)CC3)c(=O)n(C)c2=O)cc1	1.2%
O=C(Nc1ccc(F)c(Cl)c1)N1CCC(CN2CCc3ccccc3C2)CC1	-2.9%
CCOC(=O)C1(C)CCN1C(=O)c1ccc(OC)cc1OC (stereo not drawn)	-6.7%
COCCCNC(=O)CCC(=O)N1Cc2cccc(OC)c2Oc2ncccc21	0.6%
Cc1nnc(N2CCCC(C(=O)NCc3ccccc3F)C2)c2nn(-c3ccc(Cl)cc3)c(C)c12 (stereo not drawn)	-4.1%
O=C(c1ccc2c(c1)N(Cc1ccccc1F)C(=O)c1ccccc1S2=O)N1CCCCC1 (stereo not drawn)	-0.1%
COc1ccc(CC(=O)Nc2nc3c(s2)CCCC3)cc1	2.0%
COc1ccc(C(=O)N2CCOC2CNC(=O)C(=O)NCc2ccccc2)cc1 (stereo not drawn)	-1.5%
Cc1ccc(C)c(Cn2c(=O)n(CCCCC(=O)NCc3ccc4c(c3)OCO4)c(=O)c3ccccc32)c1	-2.9%
CCOc1ccc(-c2nnc3ccc(SCC(=O)N4CCN(c5ccccc5)CC4)nn23)cc1	-7.4%
CC(C)CNC(=O)C1(C)CCCN1C(=O)c1cncc(Br)c1 (stereo not drawn)	0.7%
O=C(NCCc1ccc(Cl)cc1)c1cccn1-c1nnc(N2CCCCC2)s1	6.8%[15.4 µM]
COc1ccccc1NS(=O)(=O)c1cc(C(=O)NCCCN2CCCC2=O)ccc1C	-7.9%
COc1ccc(-c2nnc3n2N(C(C)=O)C(c2ccc(Cl)c(Cl)c2)=C(C(C)=O)S3)cc1	1.0%
CC1(C(=O)NS(=O)(=O)c2ccc(Cl)cc2)CCN1C(=O)Cc1ccccc1 (stereo not drawn)	2.1%
NS(=O)(=O)c1ccc(CCNc2nc3c(-c4cccc(F)c4)nnn3c3ccc(Cl)cc23)cc1	0.4%
CC1(C(=O)NCc2cccc(C(F)(F)F)c2)CCN1Cc1ccc2ccccc2c1 (stereo not drawn)	0.4%
CCc1nc2ccc(C(=O)NCCN3CCOCC3)cn2c1N(CCC(C)C)CCN(C)C	-5.9%
COc1ccc(OC)c(NC(=O)CN2C(=O)CC(C)Sc3ccccc32)c1 (stereo not drawn)	-0.5%
COc1cccc2cc(-c3nc(Nc4cccc(C)c4C)sc3C)c(=O)oc12	0.4%
O=C(CN1C(=O)CSc2ccc(S(=O)(=O)N3CCCC3)cc21)NCc1ccc(F)cc1Cl	-1.3%
CN1CCN(C(=O)C2=NOC3(C2)C(=O)Nc2ccccc23)CC1 (stereo not drawn)	-2.1%

Some of the compounds tested. The share of hits here may be higher or lower than overall.
